Bioassay records: PubChem BioAssay, National Center for Advancing Translational Sciences (NCATS)
ATXN viability: reduces viability in counter-screen for ATXN expression inhibitors; S2 cells (HEK-293 line with an ATXN2-luciferase reporter) viability, CellTiter-Fluor protease fluorescence, 24 h; Potency, µM (top dose mostly 56.7 µM), most hits filed as cytotoxic; hit rate 0.49% among 400,000; AID 651635; also: potency is read from the fitted curve at half-maximal effect; nearly all actives have a fitted effect of over 40% in size
IL-1B inflam inh: blocks inflammasome-driven IL-1 beta release | hit rate 4.7% among 360,000 | activity change, % at 57.5 µM | AID 743279 | THP-1 LPS/ATP IL-1B secretion, AlphaLISA, 16 h; hits give low values; in the data active = activity change below about -50%; inconclusive = mostly about -30% to -49%; also: % is scaled to controls: 0 for no effect and ±100 for the full control effect
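THP-1 cells pretreated 1 hr with compounds (up to 57.5 uM final), then stimulated with LPS (250 ng/mL final) plus ATP (1.25 mM final); secreted IL-1B measured by AlphaLISA after 16 hr, decreased signal indicating inhibition.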
MCF10A rerep: induces DNA re-replication in MCF 10a normal breast cells; MCF 10A DNA re-replication, Hoechst nuclear intensity, 48 h; Potency, µM (series often up to 46.1 µM), inactives show at the top dose activity, positive = re-replication, usual class: activators; hit rate 2.9% among 350,000; AID 624296; also: potency is read from the fitted curve at half-maximal effect; % of control where 0% means no effect; nearly all actives have a fitted effect of over 50% in size
HT1080 IDH1KD tx: HT-1080 IDH1 knockdown cell toxicity (counter line). HT-1080 IDH1 knockdown viability, ATP luminescence, 48 h. Potency, µM (highest dose often 46.1 µM), without a hit: at the top dose activity, negative = toxicity, usual class: cytotoxic. hit rate 2% among 360,000. AID 686971;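 also: potency is read from the fitted curve at half-maximal effect; 0% = DMSO wells and -100% = cell-free medium wells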
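% activity derives from luminescence (CellTiter-Glo), normalised to DMSO and no-cell wells. HT-1080-IDH1KD cells, 750/well, had 48 h compound exposure at 37 °C.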
KB-3-1 tox: KB-3-1 parental cell cytotoxicity; KB-3-1 viability, CellTiter-Glo ATP luminescence, 72 h; hit rate 1.4% among 400,000; Potency, µM (series often up to 46.1 µM), for inactives: at the highest dose activity change, negative = cytotoxic, actives largely listed as cytotoxic; also: potency is read from the fitted curve at half-maximal effect; % is scaled to controls: 0 for no effect and ±100 for the full control effect; nearly all actives have a fitted effect of over 60% in size
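Parental KB-3-1 adenocarcinoma cells in phenol-red-free DMEM with 10% FBS were pin-treated with compounds at several concentrations, incubated 72 h at 37 °C, and viability read by CellTiter-Glo luminescence; concentration-effect curves were fitted after normalization.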
HepG2 viability: kills HepG2 cells in TGF-b inhibitor counter-screen; HepG2 CAGA-GFP viability, ATP luminescence, 18 h; hit rate 0.76% among 410,000; Potency, µM (titrated, usually from 46.1 µM), inactives show at the highest dose activity change, negative = cytotoxicity, hits mostly cytotoxic; also: potency is read from the fitted curve at half-maximal effect; some results filed as inactive show a strong effect at the top dose
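CellTiter-Glo luminescence gave cytotoxicity after 18 hours at 37 degrees C. The cells were HepG2 CAGA-GFP in 1% FBS DMEM, stimulated with 500 pg/mL TGF-beta after compound addition. %Activity was normalised to no-cell wells (complete cell-killing) and DMSO (no toxicity), and curves were fitted and classified.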
ATXN2 expr inh: ATXN2 expression inhibition. HEK-293 ATXN2-luciferase reporter, luminescence, 24 h. Potency, µM (series often up to 57 µM), for inactives: top-dose activity change, negative = inhibition, hits mostly inhibitors. hit rate 0.72% among 360,000. AID 1745845; also: potency is read from the fitted curve at half-maximal effect; % is scaled to controls: 0 for no effect and ±100 for the full control effect; nearly all actives have a fitted effect of over 55% in size
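qHTS (up to 57 uM final) was run with 24 h compound exposure of reporter cells at 37 °C. Each well was multiplexed: SteadyGlo luminescence measured ATXN2-luciferase expression after a fluorogenic Gly-Phe-AFC viability readout (25 uM final).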
SW480 rereplic: DNA re-replication induction in SW480 cells | hit rate 1.8% among 340,000 | Potency, µM (top dose mostly 46.1 µM), inactives show at the highest dose re-replication activation, hits mostly activators | SW480 DNA re-replication, Hoechst DNA content imaging, 48 h; also: potency is read from the fitted curve at half-maximal effect; % of control where 0% means no effect; nearly all actives have a fitted effect of over 55% in size
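Image-based read-out: total Hoechst fluorescence of nuclei (405 nm excitation, 500-530 nm emission), with hits raising the fraction of high-intensity nuclei. SW480 colon cells incubated 48 hr with compounds at 37 C.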
HT1080NT lethal: kills 2HG-producing HT-1080-NT fibrosarcoma cells; Potency, µM (doses to about 46.1 µM), for inactives: top-dose activity, negative = less viability, most hits filed as cytotoxic; hit rate 1.6% among 360,000; HT-1080-NT fibrosarcoma viability, CellTiter-Glo ATP luminescence, 48 h;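 also: NT is the 2HG producing partner of a matched IDH1 knockdown line; potency is read from the fitted curve at half-maximal effect; 0% = DMSO-treated cells and -100% = media-only wells without cells; nearly all actives have a fitted effect of over 55% in size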
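Viability by CellTiter-Glo luminescence after 48 h compound exposure at 37C of HT-1080-NT cells (750/well, RPMI, 5% FBS). % activity scaled between DMSO wells and medium-only wells, then curve-fitted and categorized by curve class.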
Numbers without * were called inactive; i = inactive; u = inconclusive; x = not tested or not shown; & = joins results of further samples; [ ] = remark or other dose. Unless noted, calls follow the shape of the dose curve; as a rule, active = well fitted curve in the direction sought with a large enough effect; inconclusive = small, poorly fitted or top-dose-only effect, or another doubt; inactive = no such curve, though single readings can be large; an effect the other way counts as inactive or inconclusive.

No.	SMILES	ATXN viability	IL-1B inflam inh	MCF10A rerep	HT1080 IDH1KD tx	KB-3-1 tox	HepG2 viability	ATXN2 expr inh	SW480 rereplic	HT1080NT lethal
1	Cc1cccc(C(O)(C(=O)NNc2ccc3ccccc3n2)c2cccc(C)c2)c1	i	22	u	u	u	-19%	-6%	u	u
2	COC(=O)c1ccccc1NC(=O)NCc1ccc2c(c1)CCN2C(=O)c1ccccc1	u	x	x	x	-28%	-11%	0%	x	x
3	CCN(CC)S(=O)(=O)c1ccc(C(=O)NNC(=O)c2csc(N3CCOCC3)n2)cc1	i	6	3%	-17%	-2%	-21%	-4%	0%	-1%
4	O=C(O)CCSCC(=O)c1ccc2c(c1)OCCO2	i	36	u	-2%	4%	-15%	-26%	u	-5%
5	Cc1ccc(S(=O)(=O)N2CCCCC2)cc1C(=O)N1CCCCCC1	i	13	u	5%	x	10%	5%	8%	4%
6	Cc1ccc(C(C)C)c(OCc2ccc(C(=O)N/N=C/c3cccc(O)c3O)cc2)c1	i	74	u	u	0%	-36%	3µM*	u	9.2µM*
7	CCN(c1ccccc1)S(=O)(=O)c1cc(C(=O)OCC(=O)c2c(N)n(C)c(=O)n(C)c2=O)ccc1C	i	0	6%	-3%	0%	9%	u	-5%	-3%
8	CC(C)(C)C(Cn1ccnc1)NC(=O)c1ccc2nc(C3CC3)oc2c1 (stereo not given)	i	i	7%	-14%	10%	20%	19%	-21%	0%
9	COC(=O)C1CCCN1S(=O)(=O)c1ccccc1NC(=O)c1cc(OC)c(OC)c(OC)c1 (stereo not given)	i	19	11%	-2%	-1%	-15%	1%	-6%	18%
10	Cc1nc2c(c(C)nn2-c2ccccc2)c(C)c1CCC(=O)NCc1ccccc1	i	x	x	x	0%	-3%	5%	x	x

An excerpt from above, showing only HT1080 IDH1KD tx, HT1080NT lethal and ATXN2 expr inh.
| cpd | mol | HT1080 IDH1KD tx | HT1080NT lethal | ATXN2 expr inh |
| --- | --- | --- | --- | --- |
| 2 | COC(=O)c1ccccc1NC(=O)NCc1ccc2c(c1)CCN2C(=O)c1ccccc1 | x | x | 0% |
| 3 | CCN(CC)S(=O)(=O)c1ccc(C(=O)NNC(=O)c2csc(N3CCOCC3)n2)cc1 | -17% | -1% | -4% |
| 4 | O=C(O)CCSCC(=O)c1ccc2c(c1)OCCO2 | -2% | -5% | -26% |

Further results:
No.	SMILES	ATXN viability	IL-1B inflam inh	MCF10A rerep	HT1080 IDH1KD tx	KB-3-1 tox	HepG2 viability	ATXN2 expr inh	SW480 rereplic	HT1080NT lethal
11	Cc1ccc(C2/C(=C(/O)c3ccc(Cl)cc3)C(=O)C(=O)N2CC2CCCO2)o1 (stereo not given)	i	16	-4%	12%	1%	-2%	5%	-4%	1%
12	CC(NC(=O)COC(=O)C12CC3CC(CC(Br)(C3)C1)C2)c1ccccc1 (stereo not given)	i	9	u	6%	3%	-5%	-9%	-4%	7%
13	c1ccc(CN2CCC(Nc3nc(-c4ccccc4)nc4ccccc34)CC2)cc1	u	-52*	u	x	u	-112%	u	u	x
14	CCn1cnc2cc(NCc3ccc(Cl)cc3)ccc21	i	u	10%	-23%	6%	-10%	46%[activator]	0%	-17%
15	COc1cc2c(cc1OC)C(C(C)C)=NC(C)(C)C2	i	-2	7%	-5%	-4%	-2%	4%	0%	-6%
16	O=C(c1ccccc1)c1cccc(C(=O)c2ccccc2)c1	x	-10	3%	0%	1%	3%	x	4%	1%
17	Cc1ccc(S(=O)(=O)N(C)C)cc1NC(=O)C(C)OC(=O)C1CCC1 (stereo not given)	i	1	-3%	17%	15%	7%	0%	27%	3%
18	COc1ccc(N=Cc2cc(Cc3ccccc3Cl)cc([N+](=O)[O-])c2O)cc1OC	i	-4	u	0%	0%	-9%	x	1%	7%
19	CN(C)c1cc[n+](CC(=O)Nc2cc(C(F)(F)F)ccc2Cl)cc1	i	u	u	u	-22%	2%	-1%	u	u
20	CCOc1cc(C(=O)CCC(=O)OCC(=O)NC(=O)NCC(C)C)ccc1O	i	26	0%	2%	9%	-4%	8%	-1%	6%

(cont.)
No.	SMILES	ATXN viability	IL-1B inflam inh	MCF10A rerep	HT1080 IDH1KD tx	KB-3-1 tox	HepG2 viability	ATXN2 expr inh	SW480 rereplic	HT1080NT lethal
21	CCN(C(=O)CSc1nnc(C(C)N(C)C)n1-c1ccc(F)cc1)C1CCS(=O)(=O)C1 (stereo not given)	i	11	u	4%	0%	5%	-3%	-16%	20%
22	COc1ccc(NC(=S)Nc2ccc(S(=O)(=O)N3CCCCC3)cc2)cc1	i	-21	x	-1%	15%	-12%	x	x	8%
23	Cn1c(N)c(C(=O)CSc2nnc(C3CC3)n2-c2ccccc2)c(=O)[nH]c1=O	i	11	3%	1%	0%	4%	-4%	-6%	1%
24	OCCCNc1ncnc2c1ncn2[C@H]1CN(Cc2ccco2)C[C@@H](CO)O1	i	25	x	26%	3%	-19%	18%	x	28%
25	CCOC(=O)CSc1nnc(CNC(=O)c2cccc(C)c2)n1C	i	-10	u	0%	4%	2%	11%	-9%	17%
26	CSc1nc(O)c(C(c2ccc(F)cc2)c2c(O)nc(SC)[nH]c2=O)c(=O)[nH]1	i	10	0%	13%	u	-19%	4%	0%	2%
27	CCN(CC(=O)Nc1c(F)cccc1F)C(=O)CCSc1ccc(F)cc1	i	-13	-15%	-1%	2%	1%	-15%	-9%	-7%
28	O=C(CN1CCCCC1)NC(=O)NC1CCCCC1	i	1	10%	8%	1%	-2%	x	-21%	1%
29	Cc1ccccc1OCCOC(=O)c1ccc(S(=O)(=O)N2CCCC2)cc1	i	-8	22%	-5%	7%	-9%	10%	9%	1%
30	CCOC(=O)c1ccc(Nc2nc(C(=O)OCC)nc3ccccc23)cc1	i	-2	u	u	-5%	-25%&-42%	2%	-1%	-23%

Continued.
No.	SMILES	ATXN viability	IL-1B inflam inh	MCF10A rerep	HT1080 IDH1KD tx	KB-3-1 tox	HepG2 viability	ATXN2 expr inh	SW480 rereplic	HT1080NT lethal
31	CCC1(c2ccccc2)NC(=O)N(CC(=O)Nc2ccc(Cl)c(S(=O)(=O)N3CCCCC3)c2)C1=O (stereo not given)	i	-9	u	u	-14%	-22%	-3%	-1%	-22%
32	CC(C)(C)c1cc(Cl)ccc1OCCn1ccnc1	i	-53*	20%	u	3%	-11%	-16%	2%	-24%
33	Cc1ccc2cccc(O)c2[n+]1[O-]	i	11	0%	-3%	0%	1%	2%	1%	0%
34	CCOc1ccc(CN(C)C(=O)[C@H](C)NC(=O)c2ccco2)cc1OC	i	27	15%	17%	-1%	5%	-14%	13%	18%
35	Cc1cc(C)n(CC(=O)NC2CCCCC2)n1	i	-8	-1%	6%	-15%	4%	4%	3%	4%
36	CCOC(=O)C1(Cc2cccc(Cl)c2)CCCN(C(=O)c2c(CC)noc2C)C1 (stereo not given)	i	38	2%	4%	-9%	-28%	x	-14%	-10%
37	CC(Sc1ccccc1)C(=O)N/N=C/c1ccccc1 (stereo not given)	i	20	-1%	2%	-11%	-12%	19%	-3%	11%
38	COCCNCCCCOc1c(Cl)cc(C)cc1Br	i	-9	u	-25%	-5%	-42%	-27%	-4%	-25%
39	CC1CC(C)CN(CCCNC(=O)c2ccc3c(c2)ncn3C2CCCC2)C1 (stereo not given)	i	-4	-3%	12%	6%	2%	15%	7%	10%
40	Cn1c(Nc2ccccc2)nc2ccccc21	i	u	0%	-5%	1%	-78%	6%	-5%	1%

The list goes on.
No.	SMILES	ATXN viability	IL-1B inflam inh	MCF10A rerep	HT1080 IDH1KD tx	KB-3-1 tox	HepG2 viability	ATXN2 expr inh	SW480 rereplic	HT1080NT lethal
41	COc1cccc(OC)c1NC(=O)CN1CCC(NC(=O)c2cccc(F)c2)CC1	u	11	-6%	4%	-2%	0%	3%	-7%	0%
42	O=C(N/N=C/c1cc2c(c([N+](=O)[O-])c1)OCO2)c1ccncc1	i	1	-5%	-4%	12%	15%	-9%	-5%	2%
43	CCOC(=O)c1ccccc1NS(=O)(=O)c1c(C)nc2sccn2c1=O	i	13	-1%	-6%	19%	-12%	0%	-10%	-2%
44	CCC1(c2ccccc2)NC(=O)N(CC(=O)NC2CCCCCC2)C1=O (stereo not given)	i	17	2%	1%	-9%	1%	-1%	-17%	1%
45	O=C(Nc1cccc([N+](=O)[O-])c1)c1cccc(C(=O)Nc2cccc([N+](=O)[O-])c2)c1	i	-22	5%	5%	2%	2%	x	6%	1%
46	CC1(C)CC(=O)C(C=NCCN2CCN(C(=O)NC34CC5CC(CC(C5)C3)C4)CC2)=C(O)C1	i	27	10%	1%	9%	2%	0%	-1%	3%
47	CCOc1ccccc1NC(=O)COC(=O)Cc1ccsc1	i	-4	-1%	3%	12%	-22%	x	2%	0%
48	Cn1c(=O)[nH]c(=O)c2c1nc(NCCO)n2CC(O)COc1ccccc1 (stereo not given)	i	x	x	x	-4%	-6%	-2%	x	x
49	O=C(N/N=C/c1cccnc1)c1ccc(O)cc1	i	7	0%	13%	-3%	-11%	37%[activator]	-7%	5%
50	COc1ccccc1C(=O)Nc1ccon1	i	-15	3%	u	-2%	21%	9%	-7%	24%

Other compounds:
No.	SMILES	ATXN viability	IL-1B inflam inh	MCF10A rerep	HT1080 IDH1KD tx	KB-3-1 tox	HepG2 viability	ATXN2 expr inh	SW480 rereplic	HT1080NT lethal
51	O=C(O)C1CCCN(S(=O)(=O)c2ccc(Br)cc2)C1 (stereo not given)	i	48	1%	-4%	-5%	5%	-9%	-13%	-6%
52	O=C(Nc1ccc(N2CCOCC2)cc1)c1cc(-n2cnnc2)ccc1Cl	i	0	2%	-5%	0%	12%	5%	-6%	-1%
53	CN1c2ccccc2Sc2cc(N)ccc21	i	-20	19%	-18%	u	-12%	-36%	1%	u
54	Cc1cccc(N2CCN(C(=O)CCNS(=O)(=O)c3ccc4c(c3)oc(=O)n4C)CC2C)c1 (stereo not given)	i	7	0%	-1%	11%	1%	-7%	4%	2%
